# From PubChem
# FLuc stim CS = firefly luciferase counter-screen for stimulation assays; P08659; ATPlite luciferase biochemical, luminescence, 10 min; 0 = ATP-free wells, 1 = DMSO control; activation factor at 10 µM; 200,000 tested, under 10 active; AID 1027;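 active = luciferase activation factor, scaled between plate controls, of at least 2 with compound at 10 µM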
#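 test system = cell-free luciferase reagent | medium = PBS as buffer for the ATP substrate | dosing = test compounds dosed from 2 mM stocks in 100% DMSO | incubation = 10 min at ambient temperature | detection = luminescence measurement of luciferase light output | benchmarks = low control with PBS replacing ATP, high control enzyme plus ATP without compound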
# TNAP act hi DEA = TNAP (human) activation, high acceptor; P05186; purified TNAP, CDP-star luminescence, 1 M DEA, 30 min; active compounds read high; 0 = EDTA background, 1 = DMSO-only activity; activation factor at 20 µM; 200,000 tested, under 10 active; AID 1136;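 active = activation factor at least 2 at 20 µM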
# Target sequence (P05186 whole entry, looked up): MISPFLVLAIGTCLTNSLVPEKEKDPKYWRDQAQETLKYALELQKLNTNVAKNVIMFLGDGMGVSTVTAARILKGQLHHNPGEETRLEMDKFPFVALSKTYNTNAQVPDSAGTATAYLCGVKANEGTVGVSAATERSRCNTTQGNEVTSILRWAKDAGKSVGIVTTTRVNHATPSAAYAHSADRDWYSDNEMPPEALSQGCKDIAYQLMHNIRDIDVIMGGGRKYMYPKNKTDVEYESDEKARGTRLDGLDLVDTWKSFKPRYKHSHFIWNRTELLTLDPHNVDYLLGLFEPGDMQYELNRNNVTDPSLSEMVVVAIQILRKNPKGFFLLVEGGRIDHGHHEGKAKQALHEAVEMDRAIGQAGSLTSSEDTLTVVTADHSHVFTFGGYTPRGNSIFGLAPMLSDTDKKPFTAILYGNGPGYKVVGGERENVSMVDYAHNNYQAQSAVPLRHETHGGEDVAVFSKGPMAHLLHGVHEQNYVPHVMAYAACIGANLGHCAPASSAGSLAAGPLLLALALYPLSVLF
#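 Control set: EDTA negative control, DMSO positive control / Assay system: human TNAP / Quantity: TNAP 1/800 final / Evaluation: TNAP activation factor scaled between EDTA and DMSO control wells / Measured by: luminescent substrate turnover signal / Compound dosing: one dose, 20 µM / Times: 30 min enzyme reaction at room temperature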
# TNAP inh no acc = TNAP (human) inhibition, acceptor-free conditions; inhibition, % at 20 µM; purified TNAP, CDP-star luminescence, 30 min; P05186; hit rate 0.26% among 200,000;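 active = tissue-nonspecific alkaline phosphatase inhibition above about 50% at 20 µM in the single-dose screen, limit read from the data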;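 also: 0% = DMSO negative control and 100% = EDTA positive control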
# PMI act = phosphomannose isomerase (human) activation. hit rate 0.005% among 190,000. activation factor at 20 µM. purified human PMI, coupled resazurin fluorescence, 20 min; active compounds read high; 1 = vehicle control, 0 substrate-free wells. P34949. AID 1214;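 active = activation factor of 2 or more at 20 µM, relative to plate controls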
# Target sequence (P34949 whole entry, looked up): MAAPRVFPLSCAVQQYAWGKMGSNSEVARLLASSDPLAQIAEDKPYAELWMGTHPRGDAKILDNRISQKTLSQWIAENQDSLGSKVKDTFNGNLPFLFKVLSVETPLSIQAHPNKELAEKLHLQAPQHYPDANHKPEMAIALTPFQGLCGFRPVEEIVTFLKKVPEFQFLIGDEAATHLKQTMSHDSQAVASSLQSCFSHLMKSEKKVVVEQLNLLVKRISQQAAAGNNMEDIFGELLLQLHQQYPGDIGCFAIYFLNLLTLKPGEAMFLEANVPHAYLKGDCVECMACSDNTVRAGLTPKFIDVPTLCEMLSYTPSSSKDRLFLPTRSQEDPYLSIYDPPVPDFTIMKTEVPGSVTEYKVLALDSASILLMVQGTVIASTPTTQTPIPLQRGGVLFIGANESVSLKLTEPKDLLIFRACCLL
# APP 5'UTR act = APP 5'UTR luciferase reporter activation. SH-SY5Y APP 5'UTR luciferase reporter, luminescence; zero percent = DMSO vehicle wells. activation, % at 2 µM. hit rate 1% among 190,000;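 active = activation above a set limit, based on mean plus 3 SD of controls, cut at about 140% in these data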; also: values of inactives mirror those of a sister screen read the other way
# PMI act satM6P = increases human PMI activity with near-saturating mannose 6-phosphate | P34949 | coupled PMI enzyme assay, resazurin fluorescence, 20 min; active compounds read high; 1 = untreated enzyme, 0 = substrate-free blank | activation factor at 20 µM | hit rate 0.34% among 190,000 | AID 1216;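 active = activation factor of 2 or more at 20 µM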
#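 assay system = human phosphomannose isomerase with PGI, G6PDH, diaphorase coupling enzymes | quantity = 15 ng/mL PMI | incubation = enzyme reaction with compound 20 min at room temperature | medium = HEPES pH 7.4 buffer with MgCl2 and Tween-20 | compound dosing = one concentration, 20 µM, in 1% DMSO | measured by = Diaphorase-driven resazurin-to-resorufin fluorescence, excitation 544, emission 590 nm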
# NF-kB neuron act = compounds increasing NF-kB expression in human neuronal cells | NF-kB reporter expression; active compounds read high | fold change at 12.5 µM | hit rate 1.6% among 190,000; in the data active = fold change above about 3.3
# bIAP activator = increases bovine intestinal alkaline phosphatase activity | purified bovine IAP, CDP-star luminescence, 30 min; active compounds read high; fold of DMSO-control signal, blank-subtracted | hit rate 0.17% among 200,000 | activation factor at 20 µM;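 active = activation factor of 2 or more at 20 µM, a signal rise over negative controls twice the positive control's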
# TNAP inh hi DEA = TNAP (human) inhibition, high acceptor; P05186; purified TNAP, CDP-star luminescence, 1 M DEA; inhibition, % at 20 µM; hit rate 0.03% among 200,000; AID 1135;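 active = over 50% inhibition of tissue-nonspecific alkaline phosphatase at 20 µM in the single-dose screen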;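 also: plate controls were DMSO wells for no effect and EDTA-quenched wells as full inhibition for full effect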
# FLuc inh counter = counter-screen for luciferase assay inhibitors: firefly luciferase inhibition; P08659; ATPLite firefly luciferase biochemical luminescence, 10 min; inhibition, % at 10 µM; hit rate 1.5% among 200,000; AID 1006;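 active = inhibition above about 50% when tested at 10 µM, limit read from the data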
# Numbers without * were called inactive; . = not tested or not shown; & = joins results of further samples.
SMILES,FLuc stim CS,TNAP act hi DEA,TNAP inh no acc,PMI act,APP 5'UTR act,PMI act satM6P,NF-kB neuron act,bIAP activator,TNAP inh hi DEA,FLuc inh counter
CC(=O)c1c(-c2ccc(Cl)cc2)c2ccccc2[nH]c1=O,1,1,-1.4,1,-12.6,0.9,1.08,1.1,0.1,-3.3
CCOc1ccc(-c2noc(CCC(=O)NC)n2)cc1OCC,1,1,-11.2,1,4.2,1,1.17,1,-4.2,-1.4
CCOC(=O)c1cc2c(=O)n3ccccc3nc2n(Cc2ccco2)c1=NC(=O)c1ccccc1OCC,1.1,1,-2.8,1.2,0.9,1,0.96,1,-2.7,-7.4
Cc1ccc(OCC(=O)Nc2ccc(O)c(-c3nc4ccccc4o3)c2)cc1,1,1,-10.6,0.9,13.7,0.9,1.44,1.1,-0.3,0.0
COCCNC(=O)CS(=O)Cc1nc(-c2ccc(Cl)cc2)oc1C (stereo not given),1,1,-11.9,1,-0.1,1,0.98,1,-0.8,-1.5
NC(=O)CSc1nc2sc(-c3ccccc3)cc2c(=O)n1N,0.9,0.9,-4.4,0.9,10.3,1,1.5,0.9,5.8,7.6
COCCn1c(SCC(=O)N2CCCc3ccccc32)nc2c(c1=O)SC(C)C2 (stereo not given),1.1,1,0.2,0.8,7.9,1,1.4,1.1,-4.5,-5.2
Cc1cc(-c2ccccc2)nc2[nH]n(-c3ccccc3)c(=O)c12,1,1,-9.7,1,-1.1,1,1.02,0.8,-1.9,-0.8
CCOC(=O)c1nnn(-c2nc(N(C)C)nc(N(C)C)n2)c1C,1,1,0.4,1,16.7,0.9,1.21,1,2.6,0.4
Cc1ccc(-n2cccn2)c(CN2CCCC(CNC(=O)c3ccc(F)cc3)C2)c1 (stereo not given),1.1,1.1,-8.8,1,-10.4,1,1.06,1,-5.5,-6.7
COCCCNC(=O)COc1ccc(S(=O)(=O)NCc2ccccc2)cc1Cl,1,1,-9.0,1.1,7.4,1.1,1.23,0.9,-4.0,-4.6
O=C(CCc1nnc(-c2ccc(-c3ccccc3)cc2)o1)N1CCCCC1,1,1,-4.5,0.8,-13.8,0.9,.,1.2,-2.8,4.4
COC(=O)c1sc2cnccc2c1N,1,1,-6.4,1,-0.5,1,0.96,0.9,-0.5,2.1
COC(=O)c1sc(NC(=O)COc2ccccc2OC)nc1C,1,1.1,-15.7,0.9,44.9,1,1.18,0.8,-5.5,-1.5
COC(=O)c1ccc(OC)c(CSc2nnc(COc3ccc(Cl)cc3)o2)c1,1.1,1.1,-12.3,0.8,20.7,0.8,0.94,0.8,-5.1,-6.2
C=CCn1c(P(C)(=O)O)nc2ccccc21,1.1&1.1,1&1,-13.5&-0.9,1.1&0.9,1.2&8.0,1.1&1,0.96&1.29,0.9&1.2,-2.2&-1.4,-5.5&-7.9
CCC(=O)c1cc2c(cc1NC(=O)c1cccs1)OCCO2,1,1.1,-19.7,1,-6.2,0.9,0.9,0.9,-11.7,-4.8
O=C(c1ccccc1)C1Oc2ccccc2C2CC(c3cccs3)=NN12 (stereo not given),1.1,1,-4.3,0.9,-13.5,0.9,0.79,0.9,0.2,-6.4
COc1ccc(F)cc1C(=O)C1CCCN(C(=O)CCc2ccccn2)C1 (stereo not given),1,1,-3.5,1.1,-8.7,1.1,1.03,1,0.9,4.5
CC(C)Oc1cccc(C(=O)Nc2ccccc2N2CCOCC2)c1,1,1,1.2,0.8,5.3,0.9,0.98,1,-2.7,4.3

# Overlap with the part before: two entries, then new ones.
SMILES,FLuc stim CS,TNAP act hi DEA,TNAP inh no acc,PMI act,APP 5'UTR act,PMI act satM6P,NF-kB neuron act,bIAP activator,TNAP inh hi DEA,FLuc inh counter
COc1ccc(F)cc1C(=O)C1CCCN(C(=O)CCc2ccccn2)C1 (stereo not given),1,1,-3.5,1.1,-8.7,1.1,1.03,1,0.9,4.5
CC(C)Oc1cccc(C(=O)Nc2ccccc2N2CCOCC2)c1,1,1,1.2,0.8,5.3,0.9,0.98,1,-2.7,4.3
CCN(CC)N=Nc1ccc(S(=O)(=O)N2CCSC2C(=O)O)cc1 (stereo not given),1.1,1.1,-9.9,0.9,-2.2,0.9,0.92,1.1,-6.2,-5.6
O=C(NCc1cccs1)c1cc2c(s1)-c1ccccc1OC2,1,1,-11.1,0.9,32.0,0.9,1.48,0.9,-3.5,-3.0
O=C(NCCCCC(NC(=O)c1ccc([N+](=O)[O-])cc1)C(=O)O)c1ccc([N+](=O)[O-])cc1 (stereo not given),1.1,1.1,-10.5,1,-9.5,1,1.16,1,-8.3,-11.4
CCOc1cc(/C=C2/C(=O)ON=C2C)ccc1OCc1ccc(F)cc1,1.1,1,-2.6,1,-18.3,1,0.98,0.9,1.3,-6.4
O=C(CN(C(=O)Cn1nnc(-c2cccs2)n1)c1ccc2c(c1)OCCO2)NCC1CCCO1 (stereo not given),1.1,1.1,-5.6,1,5.2,0.9,1.09,1,-7.5,-10.8
O=S(=O)(Cc1ccccc1)N1CCc2ccccc21,1,1,2.3,0.9,6.2,0.9,0.77,0.8,4.3,-4.8
CCCN(N=Nc1cccc([N+](=O)[O-])c1)c1cccc([N+](=O)[O-])c1,1.1,1,-6.7,0.9,11.5,0.9,1.34,0.2,0.0,-5.2
O=C(Nc1ccc(F)cc1F)c1cc2n(n1)C(C(F)(F)F)C1CCCCC1N2 (stereo not given),1.1,1.1,-15.3,0.9,33.8,1,0.94,0.9,-7.3,-8.2
COc1ccccc1-c1cc(C(=O)NCCc2ccccc2)no1,0.9,1,-8.8,1,50.6,1,3.75*,1.1,-2.7,12.5
O=C(c1ccccc1-c1ccccc1)N1CCN(c2ccccn2)CC1,1,1,-8.6,0.9,-46.5,0.9,0.96,1,-3.9,-4.3

# Sorted by number of heavy atoms (smallest number first): part of the list above
SMILES,FLuc stim CS,TNAP act hi DEA,TNAP inh no acc,PMI act,APP 5'UTR act,PMI act satM6P,NF-kB neuron act,bIAP activator,TNAP inh hi DEA,FLuc inh counter
COC(=O)c1sc2cnccc2c1N,1,1,-6.4,1,-0.5,1,0.96,0.9,-0.5,2.1
CC(C)Oc1cccc(C(=O)Nc2ccccc2N2CCOCC2)c1,1,1,1.2,0.8,5.3,0.9,0.98,1,-2.7,4.3
O=C(CCc1nnc(-c2ccc(-c3ccccc3)cc2)o1)N1CCCCC1,1,1,-4.5,0.8,-13.8,0.9,.,1.2,-2.8,4.4
Cc1ccc(-n2cccn2)c(CN2CCCC(CNC(=O)c3ccc(F)cc3)C2)c1 (stereo not given),1.1,1.1,-8.8,1,-10.4,1,1.06,1,-5.5,-6.7

# Remaining list, next part.
SMILES,FLuc stim CS,TNAP act hi DEA,TNAP inh no acc,PMI act,APP 5'UTR act,PMI act satM6P,NF-kB neuron act,bIAP activator,TNAP inh hi DEA,FLuc inh counter
CCCn1nc(C(=O)OCC(=O)c2ccccc2)c2ccccc2c1=O,1,1,-9.3,1,-7.2,1,1.69,0.9,-3.9,-3.8
O=C(CNCCN1CCOCC1)Nc1ccccc1Sc1ccccc1,1,1,-9.1,0.8,-9.4,1,0.93,1,1.2,-4.9
CCOC(=O)N1CCN(C(=O)c2ccccc2NC(=O)c2ccc(Br)cc2)CC1,1,1,-4.3,0.9,6.3,1.1,0.87,0.9,-1.9,-2.1
Cc1nnc2c(-c3ccccc3)nc3ccccc3n12,1,1,-5.0,0.8,18.1,0.9,0.69,0.9,1.2,-0.5
CC(=O)c1sc2ccccc2c1OC(=O)c1ccco1,1.1,1.1,-18.2,1,35.3,1,0.93,0.9,-6.6,-7.9
CCOc1ccc2nc(Cl)c(C3CC(c4ccco4)=NN3S(=O)(=O)c3ccccc3)cc2c1 (stereo not given),1.1,1,-3.5,1.1,6.4,1,0.93,1,-1.0,-5.1
CCC(C)N(C)C1CCN(C(=S)Nc2cccc(SC)c2)CC1 (stereo not given),1,1,-0.6,0.8,-0.1,0.8,1.07,1,-3.3,-1.4
CCOC(=O)N1CCC(N2CC34C=CC(O3)C(C(=O)Nc3ccc(F)cc3)C4C2=O)CC1 (stereo not given),1.1,1.1,-15.7,1,4.1,1,1.04,1,-6.7,-6.8
Cc1ccccc1C(=O)OCc1nnc(-c2ccc(Cl)cc2)o1,1,1,-13.0,0.9,9.5,1,1.59,0.9,-3.8,0.4
COc1ccc(OC)c(C(=O)Cn2nnc3ccccc3c2=O)c1,1.1,1.1,-1.9,1.2,9.3,1.1,1.31,0.9,-9.7,-7.2
O=C(c1ccco1)N1CCN(C(c2ccccc2Cl)c2nnnn2CC2CCCO2)CC1 (stereo not given),1,1.1,-14.6,1,3.5,1,1.13,0.9,-5.5,-4.1
Cc1c(CN2CCc3c([nH]c4ccccc34)C2CC(C)C)cnn1C (stereo not given),1.1,1.1,-4.4,1,2.7,1,1.26,1.1,-6.4,-12.6
COc1ccc(S(=O)(=O)N[C@@H](CC(C)C)C(=O)O)cc1,1,1,-7.2,0.9,-0.6,0.9,1.14,0.9,-0.6,-2.8
CC(=O)Nc1ccc(C(=S)NCC2(N(C)C)CCCCC2)cc1,1,1,-10.7,1.1,-13.1,1.1,0.94,1.2,-2.4,-2.8
CN(C)S(=O)(=O)c1ccc(NC(=O)/C=C/c2ccccc2Cl)cc1,1,1,2.7,0.9,-10.6,0.9,0.96,0.8,0.3,-0.7
CC(NC(=O)CCc1nnc(-c2ccccc2)o1)c1ccccc1 (stereo not given),1,1,-2.0,1,12.4,0.9,1.61,0.9,-2.7,0.6
CCOc1cc(C=O)ccc1OCc1cc(=O)n2cc(C)ccc2n1,1.1,1,-12.9,1.1,1.2,1,0.82,0.9,-1.2,-7.5
O=Cc1ccc(Oc2cccc(C(F)(F)F)c2)nc1,1,1,-8.3,1,-8.7,1,1.2,1.1,0.4,-2.9
CCOC(=O)c1c(NC(=O)C2COc3ccccc3O2)sc(C(C)=O)c1C (stereo not given),1,1,-2.0,1,5.7,0.9,1.31,0.8,-0.1,0.7
CC(NC(=O)COC(=O)c1cc(=O)[nH]c2ccccc12)c1ccccc1 (stereo not given),1,0.9,-3.9,1,-4.9,1.1,1.09,1,6.0,2.1
N#Cc1c2c(c(-c3ccco3)[nH]c1=O)CCCC2,1.1,1,-10.6,0.9,13.9,0.9,1.11,0.9,-4.9,-5.6
CCOc1cc(/C=N\NC(=O)OC(C)(C)C)ccc1OC(=O)c1ccco1,1,1,-16.3,1.1,19.7,1,1.15,1.1,-3.3,-2.6
COc1ccc(C(=S)N2CCCC2)cc1C,1,1,-11.5,1,4.8,1.1,1.2,0.9,1.5,0.1
CC1C=Cc2ccccc2N1C(=O)c1ccccc1 (stereo not given),1.1,1.1,-2.5,1.1,1.6,1.1,1.01,1,-6.2,-8.8
O=S(=O)(/N=C(/c1ccccc1Cl)N1CCOCC1)c1ccccc1,1,1,10.6,1.1,-12.6,0.7,1.13,1,3.1,-4.3
O=C1/C(=C\c2ccc(Br)o2)SC(=Nc2ccccc2)N1c1ccccc1,1.1,1,-3.8,0.9,-0.3,0.9,0.91,1,-3.0,-7.8
COc1ccccc1N(CCN1C(=O)c2cccc3cccc(c23)C1=O)C(=O)c1ccncc1,1.1,1,-7.0,0.9,19.2,0.9,1.22,1.1,-1.9,-5.1
COc1ccc(-c2nc(NC(C)=O)sc2-c2ccc(OC)cc2)cc1,1,1.1,-8.5,0.8,5.3,0.8,1.02,1,-6.0,-1.8
